Hep lipid drop = hepatic lipid droplet formation modulation; AML12 mouse hepatocytes, oleate lipid droplets, BODIPY imaging; inhibition, % at 6.5 µM; actives 0.4% (n = 240,000); AID 1656;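 active means lipid droplet intensity inhibited by at least 50%, with more than 500 cells counted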
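Assay system: AML12 hepatocytes (mouse) / Also added: 100 µM oleic acid challenge / Times: overnight treatment with compound plus oleate / Detection: high-content imaging of BODIPY-stained droplets and DAPI nuclei / Evaluation: % inhibition of lipid droplet signal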
Siah-1 displacement = blockers of Siah-1 interaction with plectin peptide – biochemical, fluorescence polarization, rhodamine-plectin, uHTS, primary screen (AID 1817). actives 0.02% (n = 290,000). displacement, % at 20 µM, or IC50 in µM where a hit was titrated. Siah-1 / rhodamine-plectin peptide fluorescence polarization; higher % means a stronger effect;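 active means displacement of at least 50% at 20 µM, with a fluorescence ratio check between 0.3 and a set limit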;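 further: plate controls were Siah plus tracer with DMSO for no effect and tracer alone without Siah for full effect; strong numbers were not always called active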
LYP phosphatase = PTPN22 lymphoid phosphatase activity blockers – biochemical, fluorescence intensity, uHTS (AID 1779) | recombinant LYP phosphatase, fluorescence intensity; higher % means a stronger effect | one-dose inhibition, % at 11.5 µM; IC50 in µM for titrated hits | actives 0.054% (n = 290,000);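 further: plate controls were vehicle with enzyme for no effect and no enzyme for full effect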
AID2073 = disruptors of CaV2.2 binding to Mint1 – biochemical, HTRF (AID 2073); HTRF protein-protein interaction, Mint1-CaV2.2; higher % means a stronger effect; actives 0.19% (n = 290,000); one-dose inhibition, % at 20 µM; IC50 in µM for titrated hits; in the data active means inhibition mostly above about 51%, no sharp cut-off; further: some results filed as inactive read as strong as hits
XIAP antagonists = XIAP antagonists, biochemical, IAP family, fluorescence polarization (AID 1018) | XIAP BIR domain, fluorescence polarization peptide displacement; higher % means a stronger effect | displacement, % at 20 µM, or IC50 in µM where a hit was titrated | actives 0.007% (n = 200,000); in the data active means displacement above about 50%; further: a part of the inactive calls stands beside numbers as strong as those of hits
P. falciparum M1AAP = malaria alanyl aminopeptidase activity blockers – biochemical, fluorogenic H-Leu-NHMec substrate, 1536-well (AID 1445) | one-dose inhibition, % at 30 µM; IC50 in µM for titrated hits | actives 0.42% (n = 220,000) | recombinant M1AAP, H-Leu-NHMec fluorogenic kinetic assay; higher % means a stronger effect;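 active means primary inhibition above the hit cutoff, then over 50% inhibition at one or more dose response concentrations, cut at about 23% in these data, passing the limit was not always enough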;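 further: plate controls were DMSO full reaction for no effect and no enzyme background for full effect; strong numbers were not always called active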
NOD2 inhibition = NOD2 signaling inhibitors, cell-based, luminescence, uHTS, HEK293 (AID 1566) | HEK293 NOD2/NF-kB luciferase reporter, luminescence; higher % means a stronger effect | inhibition, % at 4 µM; hits with a dose series show EC50 in µM | actives 0.63% (n = 290,000); further: many of its hits are not listed in these tables
CSM14.1 death rescue = rescue of cells from ER stress-induced death, primary screen, 384-well, CSM14.1, thapsigargin, ATP luminescence (AID 1222) | 190,000 tested, under 10 active | cellular ATP content (survival), % at 20 µM, or EC50 in µM where a hit was titrated | CSM14.1 thapsigargin-induced death rescue, ATP luminescence; higher % means a stronger effect;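 active means EC50 below 50 µM in the dose-response confirmation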;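 further: death triggered by thapsigargin at about 15 µM added after 2 h compound pretreatment; cell ATP read after overnight thapsigargin exposure of roughly 18 to 22 hours; normalized against plate controls of thapsigargin alone and 5% DMSO vehicle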
M17LAP inhibition = P. falciparum M17LAP inhibitors, primary screen, biochemical, fluorogenic H-Leu-NHMec substrate, 1536-well (AID 1619); recombinant M17LAP, H-Leu-NHMec fluorogenic kinetic assay; higher % means a stronger effect; inhibition, % at 30 µM; hits with a dose series show IC50 in µM; actives 0.38% (n = 220,000);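 active means compound inhibiting the enzyme by more than half at any dose during confirmatory dose-response retesting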;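 further: plate controls were full reaction with DMSO carrier for no effect and no enzyme background for full effect; strong numbers were not always called active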
Hep lipid drop cells 6.5 µM = also measured in Hep lipid drop; calls as there; cell count; measured here: cell count, cytotoxicity flag;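 cells counted across two imaged fields per well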
The depositor's hits bear a star; · = not tested or not shown. Unless noted, no stated cut-off is given here; in the data, active means inhibition above about 50%; inactive means the rest.

SMILES | Hep lipid drop | Hep lipid drop cells 6.5 µM | Siah-1 displacement | LYP phosphatase | AID2073 | XIAP antagonists | P. falciparum M1AAP | NOD2 inhibition | CSM14.1 death rescue | M17LAP inhibition
COc1ccc(S(=O)(=O)NCc2ccc(C(=O)N3CCc4ccccc4C3)cc2)cc1 | -32 | 584 | -1% | -2% | 0% | -8.3% | 9% | 1% | -0.8% | 12%
CN(Cc1ccccc1)CC(O)COc1ccc(CNCc2ccc(Cl)s2)cc1 (stereo unspecified) | 10 | 615 | -2% | 0% | -8% | -9.5% | 7% | 10% | -4.1% | 5%
Cn1cc(S(=O)(=O)N2CCN(c3ccc(F)cc3)CC2)c(=O)n(C)c1=O | -6 | 485 | -1% | -9% | 3% | -4.8% | -1% | 3% | -1.7% | -7%
COc1cc(C(=O)NNC(=S)NC(=O)c2ccc(F)cc2)cc(OC)c1OC | 0 | 743 | -12% | -2% | -48% | · | -12% | 15% | · | -10%
C=CCNC(=O)/C(=C\c1cccc([N+](=O)[O-])c1)NC(=O)c1ccccc1 | -4 | 684 | 0% | 2% | -1% | -8.0% | 5% | -3% | -1.5% | 4%
Cc1noc(C)c1COC(=O)c1ccc2c(c1)S(=O)(=O)c1ccccc1C2=O | · | · | 5% | -1% | -12% | -4.4% | 4% | 10% | 1.0% | 3%
COc1cccc(NC(=O)c2ccccc2N2C(=O)C3C4C=CC(C5CC45)C3C2=O)c1 (stereo unspecified) | -12 | 747 | 0% | -7% | -2% | · | · | 1% | · | ·
COc1ccc(C/C(C)=N\NC(=O)c2c[nH]c3ccccc23)cc1OC | 2 | 810 | -5% | -6% | 8% | · | -1% | 22% | · | 3%
O=C(Nc1ccncc1NC(=O)c1cccc([N+](=O)[O-])c1)c1cccc([N+](=O)[O-])c1 | -15 | 685 | 9% | -10% | 19µM* | -12% | 2% | 9% | 0.7% | -4%
CCNC(=O)CNC(=O)c1nn(Cc2ccccc2)c(=O)c2ccccc12 | 1 | 812 | 10% | -3% | 15% | · | · | 12% | · | ·
COc1ccc(C2=NOC(C(=O)Nc3cccc(O)c3)C2)cc1 (stereo unspecified) | -1 | 819 | -2% | -2% | 4% | · | · | -10% | · | ·
COc1cc(/C=C(/C(=O)c2cccs2)c2nc3ccccc3[nH]2)cc(OC)c1O | 4 | 798 | -6% | -3% | -24% | -16% | 8% | -42% | -3.2% | 20%
COc1ccc(S(=O)(=O)N2CCOCC2)cc1NC(=O)COC(=O)c1ccc(C)s1 | -14 | 728 | 1% | -9% | 5% | -5.9% | 2% | 20% | 4.6% | -2%
CCOC(=O)N1CCN(C(=O)c2cc3c(ccc4ccccc43)oc2=O)CC1 | · | · | 1% | -9% | 4% | 0.1% | 5% | -18% | 2.0% | -148%
C=CCn1ccc2c([N+](=O)[O-])cccc2c1=O | -2 | 722 | 4% | -1% | 3% | -1.3% | 11% | 8% | 0.9% | 4%
O=S(=O)(Nc1cccc(CCc2ccccn2)c1)c1ccc2ccccc2c1 | · | · | -1% | 0% | -12% | -7.0% | -3% | 37% | 7.8% | 0%
CC(=O)Oc1ccc2c(C)cc(=O)[nH]c2c1 | · | · | 0% | -7% | 13% | -7.3% | 1% | 13% | -0.9% | -19%
CN1CCN(C(=O)C2CC(=O)N(c3ccc(F)c(Cl)c3)C2)CC1 (stereo unspecified) | · | · | 2% | -9% | 2% | -2.4% | 7% | 12% | -0.8% | -11%
Cc1ccc(-c2csc(C3=C(O)CN(NC(=O)c4ccc([N+](=O)[O-])cc4)C3=N)n2)cc1 | 1 | 605 | 1% | -8% | 26% | -1.4% | 5% | -3% | -1.9% | 2%
CCOC(=O)c1c(NC(=O)CSc2nnc(-c3ccccc3)o2)sc(C(C)=O)c1C | -24 | 662 | 1% | -10% | 6% | -9.9% | 1% | -6% | 1.4% | 0%
COCCN(C(=O)c1csnn1)C(C(=O)NC1CCCCC1)c1ccc(Cl)cc1 (stereo unspecified) | 4 | 765 | 5% | -6% | 3% | · | · | -5% | · | ·
Cc1cccn2c(=O)c(C=NCc3ccco3)c(Nc3ccc(SC(F)F)cc3)nc12 | · | · | 6% | -7% | 18% | -21% | -2% | 1% | 5.4% | -11%
COc1ccc(N2CCN(Cc3nc4c(c(=O)[nH]c(=O)n4C)n3CC(C)=O)CC2)cc1 | 2 | 701 | -9% | -10% | -6% | -6.5% | 5% | 15% | -1.2% | 15%
NS(=O)(=O)c1ccc(CCNS(=O)(=O)c2ccc3c(c2)NC(=O)CO3)cc1 | 8 | 715 | -4% | 2% | 24% | · | · | 11% | · | ·
CCOC(=O)c1c(C)n(-c2ccc(OC)cc2)c2ccc(O)c(CN(C)C)c12 | 4 | 749 | 1% | -1% | -4% | · | 2% | 1% | · | -4%

4 entries picked at random from the list so far:
SMILES | Hep lipid drop | Hep lipid drop cells 6.5 µM | Siah-1 displacement | LYP phosphatase | AID2073 | XIAP antagonists | P. falciparum M1AAP | NOD2 inhibition | CSM14.1 death rescue | M17LAP inhibition
COc1ccc(C/C(C)=N\NC(=O)c2c[nH]c3ccccc23)cc1OC | 2 | 810 | -5% | -6% | 8% | · | -1% | 22% | · | 3%
COCCN(C(=O)c1csnn1)C(C(=O)NC1CCCCC1)c1ccc(Cl)cc1 (stereo unspecified) | 4 | 765 | 5% | -6% | 3% | · | · | -5% | · | ·
COc1cccc(NC(=O)c2ccccc2N2C(=O)C3C4C=CC(C5CC45)C3C2=O)c1 (stereo unspecified) | -12 | 747 | 0% | -7% | -2% | · | · | 1% | · | ·
CCOC(=O)c1c(C)n(-c2ccc(OC)cc2)c2ccc(O)c(CN(C)C)c12 | 4 | 749 | 1% | -1% | -4% | · | 2% | 1% | · | -4%

More records
SMILES | Hep lipid drop | Hep lipid drop cells 6.5 µM | Siah-1 displacement | LYP phosphatase | AID2073 | XIAP antagonists | P. falciparum M1AAP | NOD2 inhibition | CSM14.1 death rescue | M17LAP inhibition
O=C(Cc1ccc(-n2c(=O)c3ccccc3n(Cc3ccccc3F)c2=O)cc1)NCC1CCCO1 (stereo unspecified) | 0 | 716 | -5% | 0% | -5% | -9.6% | 5% | 18% | -2.4% | -3%
N#CC1=C(N)NC(SCC(=O)Nc2ccccc2)=C(C#N)C12CCCCC2 | -10 | 704 | 12% | -1% | -15% | -3.3% | 7% | 16% | 3.1% | 8%
COCCOC(=O)C1=C(C)Nc2nc(C)nn2C1c1ccccc1 (stereo unspecified) | · | · | 5% | -6% | 25% | -2.4% | 1% | 4% | -0.1% | 9%
Cc1cccc(NC(=S)NC2CCCC2)n1 | 1 | 675 | -3% | -2% | 7.9µM* | -2.4% | 1% | 19% | 1.4% | 0%
CCC(=O)Nc1ccc(S(=O)(=O)Nc2cc(C)on2)cc1 | 11 | 645 | 2% | -2% | -5% | -2.1% | -5% | 3% | -0.6% | -12%
CC(C)C1Cc2c(sc(NC(=S)NC(=O)c3ccccc3)c2C#N)CO1 (stereo unspecified) | 11 | 746 | 10% | 1% | -16% | -11% | 2% | 15% | -0.7% | 0%
CCC(=O)Nc1ccc(-n2nnnc2SCC(=O)NNC(=O)c2ccco2)cc1 | 1 | 676 | 1% | -8% | -4% | · | 5% | 0% | · | -2%
COc1ccc(C(=O)OCc2nc(N)nc(Nc3ccccc3C)n2)cc1OC | 0 | 673 | -5% | -1% | -5% | -18% | 8% | 4% | · | 3%
CCOC(=O)c1ccccc1NC(=O)CSc1ccc(-c2cccnc2)nn1 | -17 | 769 | -3% | -12% | -2% | -16% | 16% | 4% | -0.3% | 9%
O=C(CC1C(=O)NCCN1C/C=C/c1ccccc1)NCCc1ccncc1 (stereo unspecified) | 18 | 692 | 5% | -1% | 1% | -2.9% | -3% | 9% | -0.4% | -3%
COc1cccc(Oc2nnnn2-c2ccccc2)c1 | · | · | 5% | -5% | -3% | -3.6% | 12% | -65% | -0.7% | 3%
CCOC(=O)C1CCN(S(=O)(=O)c2ccc3c(c2)CCCN3C(C)=O)CC1 | -3 | 625 | 5% | 0% | 4% | -2.2% | -1% | 14% | -3.3% | -8%
Cn1c(=O)[nH]c(=O)c2c1nc(Br)n2CCSc1nnnn1-c1ccccc1 | -14 | 725 | 8% | -5% | -9% | -6.8% | 10% | 11% | 2.5% | 5%
NC(=O)c1cc(S(=O)(=O)N2CC=C(c3ccccc3)CC2)cs1 | 4 | 735 | -2% | -10% | 4% | · | · | 17% | · | ·
Clc1cccc(C[n+]2cc(-c3ccccc3)n3c2CCC3)c1 | -22 | 686 | 2% | -1% | -1% | -20% | -9% | -12% | -0.4% | -8%
O=C(N/N=C/c1ccc(OCc2cnc(Cl)s2)cc1)c1ccncc1 | 1 | 541 | -2% | -3% | 13% | -5.7% | -1% | -4% | 0.8% | 1%
N#Cc1cc2c(cc1NC(=O)CCn1cnnn1)OCO2 | 7 | 752 | 21% | -9% | -5% | · | · | -12% | · | ·
O=C1Nc2ccc(Cl)cc2C12OCCCO2 | 0 | 781 | 2% | -5% | 2% | · | · | -1% | · | ·
CC(=O)N1CCc2cc(S(=O)(=O)CCC(=O)Nc3ccc(Cl)cc3F)ccc21 | -1 | 748 | 6% | -10% | -17% | · | · | -17% | · | ·
COc1ccc(Cl)cc1Nc1nc(-c2sc(NC(=O)C(C)(C)C)nc2C)cs1 | · | · | 0% | 4% | 19% | -6.0% | 2% | 29% | -0.2% | -12%
CC1CCN(C(=O)c2cccc(S(=O)(=O)N3CCCCC3)c2)CC1 | · | · | 3% | -6% | -1% | -5.2% | 14% | 1% | 3.3% | 10%
N#Cc1c(N)n(-c2ccccc2)c(=O)c2cc([N+](=O)[O-])ccc12 | -2 | 564 | 4% | -3% | 4% | -3.2% | 3% | -24% | 0.1% | -7%
O=C(O)c1ccccc1OC(=O)C12CC3CC(CC(C3)C1)C2 | -10 | 631 | 11% | -2% | -1% | -8.2% | 5% | 3% | 0.0% | 23%
COc1ccccc1CNC(=O)C(=O)NCC1OCCN1C(=O)c1ccc(Cl)cc1 (stereo unspecified) | -14 | 659 | 3% | -5% | 10% | · | 1% | 26% | · | -8%
NC(=O)CNC(=O)[C@@H]1CC2(CC(c3ccccc3)=NO2)CN1C(=O)c1ccc(Br)cc1 (stereo partly specified) | · | · | -3% | -2% | -4% | -1.2% | 2% | 22% | -1.1% | 5%
Cc1ccc(OCCn2cncn2)c([N+](=O)[O-])c1 | 10 | 792 | 1% | -8% | 10% | · | · | 10% | · | ·
Cc1ccc(N=C2CCCCCN2C)c(C#N)c1 | 6 | 771 | -7% | -5% | 2% | -3.0% | 1% | 7% | 0.9% | 10%
Cc1cc(SCC(=O)OCC(=O)NCc2ccc3c(c2)OCO3)c(C)cc1Br | 16 | 713 | 4% | -2% | 7% | 1.4% | 8% | 3% | -1.9% | 2%
CCOc1ccc(NC(=O)CS(=O)CC(=O)NC2CCCc3ccccc32)cc1 (stereo unspecified) | · | · | -1% | -4% | 12% | -4.6% | 0% | 23% | 1.3% | 1%
CC(=O)c1ccc(OC(C)C)c(CN2CCCCC2)c1 | 2 | 773 | 2% | -4% | -4% | -0.8% | 11% | 10% | -2.7% | 2%

A portion of the library, so the mix of outcomes need not match the whole.
